esBAF inh: Bmi1 luciferase reporter increase in mESCs, primary screen, esBAF inhibitor project, mouse ES cells, Bmi1 luciferase knock-in, single point. 24 h; 100% = twice the neutral-well signal. actives 2% (n = 350,000). reporter increase, % at 12.5 µM. AID 602393, 2012; in the data active means activation above about 40%; inconclusive means no clear call, values can overlap the other calls;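 further: 0% = median of the plate's neutral control wells and 100% = double that signal; a rise in the Bmi1 reporter signal indicates esBAF inhibition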
ERp5 block: inhibitors of ERp5-driven insulin aggregation, primary screen, biochemical, turbidity, absorbance 650 nm, single point. inhibition, % at 9.99 µM. actives 0.05% (n = 350,000). AID 651711, 2012. 90 min;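 active means mean replicate inhibition above about 25%, with every replicate also reaching it, limit read from the data, passing the limit was not always enough; inconclusive means only one of those two criteria met; inactive means neither criterion met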
ERAP1 inh: human ERAP1 aminopeptidase inhibitors, primary screen, biochemical, single point, plate reader | actives 0.15% (n = 340,000) | inhibition, % at 10.7 µM | recombinant ERAP1, Leu-AMC fluorescence, 60 min | AID 652197, 2013 | Endoplasmic reticulum aminopeptidase 1 (Homo sapiens), Q9NZ08;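 active means mean replicate inhibition of at least 30%, or all replicates individually reaching that 30% level; inactive means mean below 30% and not every replicate reaching it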;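 further: 0% = neutral control wells and 100% = L-leucinethiol positive control wells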
S100A4 inh HTS: inhibitors of S100A4-myosin IIA peptide binding, primary screen, biochemical, fluorescence polarization, TAMRA-MyoIIA peptide | actives 0.14% (n = 360,000) | inhibition, % at 10.7 µM;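 active means mean inhibition of at least 70% across replicates, with every replicate also reaching that level; inconclusive means mean inhibition reaches 70% but some replicates fall short; inactive means mean inhibition below 70%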
Target sequence (P26447 whole entry, looked up): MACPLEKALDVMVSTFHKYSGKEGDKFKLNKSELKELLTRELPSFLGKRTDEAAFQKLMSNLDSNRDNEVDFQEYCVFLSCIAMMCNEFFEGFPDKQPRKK
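Compound dosing: one dose per compound; test system: human S100A4 monomer with TAMRA-labelled myosin IIA peptide; probe or stimulus: TAMRA-labelled myosin IIA heavy-chain peptide probe, 5 nM; medium: HEPES buffer with Ca2+, pH 7.2; schedule: 5 min incubation before reading; benchmarks: neutral control DMSO, positive control TFP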
Xi reactivation: activators of inactive X chromosome reactivation, primary screen, imaging, XiGFP fibroblasts, GFP high-content imaging, set 2 | activation, % at 7.58 µM | actives 0.055% (n = 360,000) | XiGFP mouse fibroblasts, % GFP-positive cells imaging, 3 d; cells co-treated with 5-aza-dC sensitizer; scaled so ellipticine positive control = 100% | AID 743238, 2013;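 active means mean normalized replicate activation at least 10% and every replicate at or above 10%; inconclusive means only one of the two criteria met; inactive means mean below 10% and not all replicates reach 10%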;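 further: 0% = median of on-plate neutral control wells and 100% = ellipticine 6 µM median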
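Assay system: SV40-immortalized XiGFP fibroblast cells, line 68-5-11; buffer or medium: DMEM plus 5-aza-dC sensitizer; compound: one concentration, pinned; timing: compounds 3 days, fix/stain 15 min at room temperature; benchmarks: positive control ellipticine, 6 µM final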
RAD54 inh: inhibitors of human RAD54 branch migration, primary screen, biochemical, fluorescence, single point; DNA repair and recombination protein RAD54-like (Homo sapiens), Q92698; actives 0.14% (n = 360,000); inhibition, % at 10.4 µM; RAD54 Holliday junction branch migration, FAM/BHQ fluorescence;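 active means mean normalized replicate activity at least 40 and at least half of replicates scoring 40 or more; inconclusive means only one of the two criteria met; inactive means mean below 40 and under half of replicates reaching 40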;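 further: 0% = median of neutral control wells and 100% = median of positive control wells; inhibitors cause a drop in the FAM fluorescence signal; in these data hits start at about 50%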
Target sequence (Q92698 whole entry, looked up): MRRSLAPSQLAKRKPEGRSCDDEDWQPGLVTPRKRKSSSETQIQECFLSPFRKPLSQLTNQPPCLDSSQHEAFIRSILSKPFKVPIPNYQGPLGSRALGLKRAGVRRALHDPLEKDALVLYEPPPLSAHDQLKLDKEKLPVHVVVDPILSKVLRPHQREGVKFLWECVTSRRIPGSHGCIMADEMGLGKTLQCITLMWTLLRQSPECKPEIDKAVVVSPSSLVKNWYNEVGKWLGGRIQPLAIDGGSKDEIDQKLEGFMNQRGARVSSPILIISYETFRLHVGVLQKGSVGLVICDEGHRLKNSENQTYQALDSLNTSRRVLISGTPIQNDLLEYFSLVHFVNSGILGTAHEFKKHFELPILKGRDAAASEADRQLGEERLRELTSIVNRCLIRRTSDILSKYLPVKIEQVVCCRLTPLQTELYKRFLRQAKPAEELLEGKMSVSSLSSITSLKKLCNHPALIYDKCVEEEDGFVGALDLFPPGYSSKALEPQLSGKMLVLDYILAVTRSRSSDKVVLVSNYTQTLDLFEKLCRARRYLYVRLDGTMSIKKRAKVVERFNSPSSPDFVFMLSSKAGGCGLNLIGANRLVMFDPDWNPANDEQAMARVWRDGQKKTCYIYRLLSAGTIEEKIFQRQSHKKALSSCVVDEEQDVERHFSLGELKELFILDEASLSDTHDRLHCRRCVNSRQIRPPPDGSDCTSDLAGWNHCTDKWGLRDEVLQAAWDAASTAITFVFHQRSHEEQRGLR
RAD52 inh: RAD52 DNA annealing inhibitors, primary screen, biochemical, FRET, single point, set 2; AID 651710, 2012; inhibition, % at 18.7 µM; actives 0.46% (n = 360,000); recombinant RAD52 DNA annealing, FRET fluorescence;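 active means every replicate showing at least 50% inhibition; inconclusive means mean inhibition at least 50% but not in every replicate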
E-sel inducer: E-selectin induction in HUVECs, primary screen, imaging, HUVEC, immunofluorescence imaging, single point. normalized: neutral wells 0, TNF-alpha wells 100. activation, % at 7.58 µM. actives 0.37% (n = 260,000);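 active means mean E-selectin-positive cell signal at least 10% of the positive control, reached in at least 60% of replicates, without over 20% cell loss; inconclusive means no rule given, readout overlaps actives, possibly toxicity-flagged; inactive means the rest, including those meeting only one limit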;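 further: in these data hits start at about 27%; measured in HUVEC primary endothelial cells; signal is the percent of cells scored E-selectin positive by PE staining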
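Read-out basis: % PE-positive cells; Test system: HUVEC primary endothelial cells; Technique: immunofluorescence imaging; Dosing: single-point compound dose.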
The depositor's hits bear a star; & = joins results of further samples.

CS(=O)(=O)N1CCc2cc(C(=O)Nc3ccccc3Br)ccc21 was read as esBAF inh 34.7, ERp5 block 0.2, ERAP1 inh -4.3, S100A4 inh HTS -5.8, Xi reactivation 0.0, RAD54 inh 2.5, RAD52 inh -11.2 and E-sel inducer 0.0.
`OC[C@H]1[C@H](c2ccc(Br)cc2)[C@H]2CN(Cc3ccccn3)CCCCN21` gave esBAF inh -1.8, ERp5 block -2.2, ERAP1 inh 1.5, S100A4 inh HTS -6.4, Xi reactivation 0.3, RAD54 inh 3.4, RAD52 inh -17.0 and E-sel inducer -0.1.
CO[C@H]1CC[C@H]2CCOc3c(C#N)cccc3C(=O)N(C)C[C@@H](C)C(=O)N(C)C[C@H]1O2 was read as esBAF inh 1.2, ERp5 block -2.2, ERAP1 inh 1.6, S100A4 inh HTS 15.9, Xi reactivation 0.0, RAD54 inh -4.1, RAD52 inh 8.3 and E-sel inducer 0.0.
`O=C(Nc1ccc2c(c1)OCCO2)C1c2ccccc2OCC(=O)N1Cc1ccco1` (configuration not stated) gave ERp5 block 4.1, S100A4 inh HTS -3.1, Xi reactivation -0.1, RAD52 inh -7.5 and E-sel inducer 0.6.
For CC1CCC(C(O)(C(=O)O)C2CCCCC2)CC1C (configuration not stated) the results were ERp5 block -0.8, ERAP1 inh 0.4, S100A4 inh HTS -0.6, Xi reactivation -0.1, RAD52 inh -10.0 and E-sel inducer 0.7.
CCOc1ccc(CN2C(=O)c3ccccc3C2C(=O)NCC2CCCO2)cc1 (configuration not stated) was read as esBAF inh 0.5, ERp5 block -5.7, S100A4 inh HTS -4.7, Xi reactivation 0.3, RAD54 inh 11.1, RAD52 inh -4.0 and E-sel inducer -0.4.
Screening O=C(NCCCO)C(=O)NCC(c1ccc2c(c1)OCO2)N1CCN(c2ccc(F)cc2)CC1 (configuration not stated) returned esBAF inh -4.0, ERp5 block 5.8, ERAP1 inh 2.2, S100A4 inh HTS -7.0, Xi reactivation 0.0, RAD54 inh 4.0 and RAD52 inh -6.3.
CO[C@H]1CN(C)C(=O)c2cc(NC(=O)c3ccc(F)cc3)ccc2OC[C@H](C)N(C)C[C@@H]1C was read as esBAF inh 3.6, ERp5 block 1.1, ERAP1 inh -0.7, S100A4 inh HTS -1.5, Xi reactivation 0.4, RAD54 inh 2.1, RAD52 inh -4.5 and E-sel inducer 0.0.
For O=C(N/N=C/c1ccc2c(c1)OCO2)C(=O)Nc1ccccc1 the results were ERp5 block -10.9, ERAP1 inh 1.1, S100A4 inh HTS -10.6, Xi reactivation 0.0, RAD54 inh -9.1, RAD52 inh -0.7 and E-sel inducer 15.0.
For CCCNC(=O)N1[C@H](CO)[C@@H](c2ccccc2-c2ccc(C)cc2)[C@@H]1C#N the results were ERp5 block -6.1, ERAP1 inh 0.9, S100A4 inh HTS 12.8, Xi reactivation 0.0, RAD52 inh 5.7 and E-sel inducer 0.0.
`COc1ccc(NC(=O)Nc2ccc3c(c2)[C@H]2C[C@@H](CC(=O)NCCc4ccccc4)O[C@@H](CO)[C@H]2O3)cc1` gave esBAF inh 9.8, ERp5 block 0.1, ERAP1 inh 0.7, S100A4 inh HTS 5.7, Xi reactivation 0.1, RAD54 inh 13.1, RAD52 inh 13.4 and E-sel inducer 1.5.
Screening Oc1ccccc1CN1CCCC(N2CCN(c3cccc(C(F)(F)F)c3)CC2)C1 (configuration not stated) returned esBAF inh -17.0, ERp5 block 2.7, ERAP1 inh -1.9, S100A4 inh HTS 0.1, Xi reactivation 0.0, RAD54 inh 2.2 and RAD52 inh -2.1.
Screening C/C(=N\NC(=O)c1nnn(-c2nonc2N)c1CSc1ccccc1)c1ccco1 returned esBAF inh -4.7, ERp5 block 1.2, ERAP1 inh -0.4, S100A4 inh HTS 5.5, Xi reactivation 0.0, RAD54 inh -7.0, RAD52 inh -22.6 and E-sel inducer 0.3.
CCc1ccc(S(=O)(=O)Nc2cccc(-c3ccc4nnc(C)n4n3)c2)s1 was read as esBAF inh -6.3, ERp5 block 4.3, ERAP1 inh -5.6, S100A4 inh HTS -2.8, Xi reactivation 0.3, RAD54 inh 5.7 and RAD52 inh -8.7.
For O=C(O)CNC(=O)/C(=C/c1cccc([N+](=O)[O-])c1)NC(=O)c1ccco1 the results were ERp5 block 5.4, ERAP1 inh 1.7, S100A4 inh HTS -6.2, Xi reactivation 0.0, RAD54 inh 4.7 and RAD52 inh -11.2.
For CCc1ccccc1N(CC(=O)N1CCCCCC1)S(C)(=O)=O the results were esBAF inh 6.6, ERp5 block 3.1, ERAP1 inh -3.2, S100A4 inh HTS 7.4, Xi reactivation 0.1, RAD54 inh 8.4 and RAD52 inh -10.2.
For Cc1ccc(S(=O)(=O)N2CCC(=O)N([C@H](COCc3cccc(Cl)c3)C(C)C)CC2)cc1 the results were ERp5 block 4.6, ERAP1 inh 0.3, S100A4 inh HTS -1.8, Xi reactivation 0.4, RAD52 inh -11.7 and E-sel inducer -0.1.
For O=C(c1cc(Cl)ccc1F)N1CCCC(Nc2ccc3c(c2)OCCO3)C1 (configuration not stated) the results were esBAF inh 1.1, ERp5 block -0.8, ERAP1 inh -2.0, S100A4 inh HTS 7.9, Xi reactivation 0.1, RAD54 inh 11.1, RAD52 inh -13.6 and E-sel inducer -0.2.
`CCCNC(=O)Nc1ccc2c(c1)C(=O)N(C)C[C@H](OC)[C@H](C)CN(Cc1ccccn1)[C@H](C)CO2` gave esBAF inh -3.3, Xi reactivation -0.7, RAD54 inh -2.6 and E-sel inducer 0.1.
Screening CO[C@@H]1CN(C)C(=O)c2ccc(NC(=O)Nc3cccc(F)c3)cc2OC[C@H](C)NC[C@@H]1C returned esBAF inh -0.5, ERp5 block -0.6, S100A4 inh HTS -0.6, Xi reactivation 0.0&0.0, RAD54 inh 5.3, RAD52 inh -6.8 and E-sel inducer 0.0.

Reprinted at random: 2 records from the list, in no set order.
For CCCNC(=O)N1[C@H](CO)[C@@H](c2ccccc2-c2ccc(C)cc2)[C@@H]1C#N the results were ERp5 block -6.1, ERAP1 inh 0.9, S100A4 inh HTS 12.8, Xi reactivation 0.0, RAD52 inh 5.7 and E-sel inducer 0.0.
CO[C@H]1CC[C@H]2CCOc3c(C#N)cccc3C(=O)N(C)C[C@@H](C)C(=O)N(C)C[C@H]1O2 was read as esBAF inh 1.2, ERp5 block -2.2, ERAP1 inh 1.6, S100A4 inh HTS 15.9, Xi reactivation 0.0, RAD54 inh -4.1, RAD52 inh 8.3 and E-sel inducer 0.0.

Continuation:
Screening C[C@@H]1CN([C@H](C)CO)C(=O)CCCn2cc(nn2)CO[C@H]1CN(C)Cc1ccccc1C(=O)O returned esBAF inh -2.6, ERp5 block -0.5, ERAP1 inh -2.6, S100A4 inh HTS -1.5, Xi reactivation 0.1, RAD54 inh 0.2, RAD52 inh 2.0 and E-sel inducer 0.1.
CCOc1cccc(C2/C(=C(/O)c3ccc4c(c3)CC(C)O4)C(=O)C(=O)N2Cc2ccncc2)c1 (configuration not stated) was read as ERp5 block -9.2, ERAP1 inh -1.7, S100A4 inh HTS 1.8, Xi reactivation 0.0, RAD52 inh -26.3 and E-sel inducer -0.1.
O=C(NCc1ccc2c(c1)OCO2)Nc1ccc(F)cc1 was read as esBAF inh 21.8, ERp5 block 5.0, ERAP1 inh 2.3, S100A4 inh HTS 0.9, Xi reactivation 0.0, RAD54 inh 3.5 and RAD52 inh -16.0.
For C[C@@H]1CN([C@@H](C)CO)C(=O)c2cccc(NS(=O)(=O)c3ccc(F)cc3)c2O[C@@H]1CN(C)C(=O)NC1CCCCC1 the results were esBAF inh 4.4, ERp5 block 4.0, ERAP1 inh 4.9, S100A4 inh HTS -8.8, Xi reactivation 0.1, RAD54 inh 1.8, RAD52 inh -42.7 and E-sel inducer 3.6.
For COC(=O)c1sccc1NC(=O)Nc1cc(OC)ccc1OC the results were esBAF inh -0.3, ERp5 block -4.1, ERAP1 inh -2.6, S100A4 inh HTS -3.8, Xi reactivation 0.2, RAD54 inh -1.7, RAD52 inh -7.8 and E-sel inducer 0.0.
Screening Cc1cc(C)n(-c2ccc(C(=O)Nc3cccnc3)cc2)n1 returned ERp5 block 2.0, ERAP1 inh -1.5, S100A4 inh HTS -7.2, Xi reactivation 0.2, RAD54 inh 2.8 and RAD52 inh -4.9.
`O=C(Nc1cccc(S(=O)(=O)N2CCCCC2)c1)C1CC1` gave esBAF inh -0.6, ERp5 block 5.3, ERAP1 inh -0.9, S100A4 inh HTS -4.5, Xi reactivation 0.1, RAD54 inh -11.5 and RAD52 inh -5.9.
`Cc1ccc2[nH]c(C(=O)O)c(NC(=O)[C@@H]3C[C@@H]3c3ccccc3)c2c1` gave esBAF inh -4.7, ERp5 block -2.3, ERAP1 inh 0.8, S100A4 inh HTS 8.9, Xi reactivation inconclusive, RAD52 inh -14.3 and E-sel inducer -0.2.
`CC(C)NC(=O)Nc1ccc2c(c1)C(=O)N([C@@H](C)CO)C[C@@H](C)[C@@H](CN(C)C)OCCCC[C@H](C)O2` gave ERp5 block 4.1, ERAP1 inh 3.2, S100A4 inh HTS 9.1, Xi reactivation 0.0, RAD54 inh 9.5, RAD52 inh -11.8 and E-sel inducer -0.1.
Screening COc1ccccc1N1CCN(Cc2cc(=O)c(OCC#N)co2)CC1 returned esBAF inh 3.1, ERp5 block 6.4, ERAP1 inh 2.7, S100A4 inh HTS -0.4, Xi reactivation 0.0, RAD54 inh -7.2 and RAD52 inh -7.0.
Screening C=CCn1c(-c2ccccc2[N+](=O)[O-])n[nH]c1=S returned ERp5 block 3.2, ERAP1 inh 0.6, S100A4 inh HTS -1.0, Xi reactivation 0.0 and RAD52 inh -3.9.
O=C(COC(=O)c1cc(Br)ccc1Cl)NC1CC1 was read as ERp5 block -3.2, ERAP1 inh 0.2, S100A4 inh HTS 1.0, Xi reactivation 0.4, RAD52 inh 1.2 and E-sel inducer 0.1.
`COc1ccc(CN(C)C[C@@H]2Oc3ccc(NS(=O)(=O)c4ccc(OC)cc4)cc3C(=O)N([C@H](C)CO)C[C@@H]2C)cc1` gave esBAF inh 6.8, ERp5 block -1.3, ERAP1 inh -0.5, S100A4 inh HTS 6.8, Xi reactivation 0.2, RAD54 inh 5.2, RAD52 inh 11.5 and E-sel inducer 0.7.
Screening Cc1ccc(S(=O)(=O)N2CCN(C(=O)c3cccs3)CC2)cc1 returned ERp5 block 4.8, ERAP1 inh 4.8, S100A4 inh HTS 15.3, Xi reactivation 0.0 and RAD52 inh -14.4.
`COc1ccc(S(=O)(=O)Nc2cccc3c2O[C@H](CN(C)Cc2ccc(C(F)(F)F)cc2)[C@@H](C)CN([C@H](C)CO)C3=O)cc1` gave esBAF inh 4.2, ERp5 block 10.6, ERAP1 inh -2.0, S100A4 inh HTS 14.4, Xi reactivation -0.2, RAD54 inh 0.6, RAD52 inh 6.8 and E-sel inducer 0.0.

High-throughput results: PubChem, Broad Institute
